TRPML3 agonist = activates the human TRPML3 channel | activation, % at 3 µM | Q8TDD5 | HEK293 TRPML3-YFP, Fluo-8 calcium fluorescence; 100% = the carbachol control signal | 220,000 tested, 0.29% active;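 active = activation above its plate's cutoff, the mean activation of the plate's test wells plus 3 SD, cut at about 12% in these data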;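 also: 0% = DMSO only wells and 100% = carbachol wells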
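Material: HEK293 cells stably carrying human TRPML3-YFP; compound dosing: single dose, 3 µM final nominal compound, 0.3% DMSO final; incubation: 1-h 37 °C dye load, 5-s basal, 120-s post-compound reads; technique: Fluo-8 intracellular calcium fluorescence, excitation 470-495 nm, emission 515-575 nm; read-out basis: percent activation from peak-to-basal fluorescence ratio, scaled between DMSO and carbachol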
zfTRPN1 agonist = agonists of zebrafish TRPN1 channel; activation, % at 3 µM; HEK293 zebrafish TRPN1-YFP, Fluo-8 calcium fluorescence; 100% = response to 87 µM carbachol; 220,000 tested, 0.18% active;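 active = activation above its plate's cutoff, the mean activation of test wells on that plate plus 3 SD, cut at about 19% in these data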;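 also: 0% = DMSO alone and 100% = 87 µM carbachol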
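Material – zebrafish TRPN1-YFP in HEK293 cells · Doses – 3 µM single point · Schedule – dye 1 h 37 °C plus 30 min RT · Signal – Fluo-8 calcium fluorescence, excitation 470-495 nm, emission 515-575 nm · Read-out – % activation versus carbachol response · Control set – carbachol high, DMSO low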
S1P4 agonist = human S1P4 receptor agonism | O95977 | S1P4-expressing cell line, agonist reporter assay | activation, % at 4.98 µM | 220,000 tested, 0.35% active; in the data active = activation above about 11%;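 also: 0% = DMSO vehicle and 100% = reference agonist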
Target sequence (O95977 whole entry, looked up): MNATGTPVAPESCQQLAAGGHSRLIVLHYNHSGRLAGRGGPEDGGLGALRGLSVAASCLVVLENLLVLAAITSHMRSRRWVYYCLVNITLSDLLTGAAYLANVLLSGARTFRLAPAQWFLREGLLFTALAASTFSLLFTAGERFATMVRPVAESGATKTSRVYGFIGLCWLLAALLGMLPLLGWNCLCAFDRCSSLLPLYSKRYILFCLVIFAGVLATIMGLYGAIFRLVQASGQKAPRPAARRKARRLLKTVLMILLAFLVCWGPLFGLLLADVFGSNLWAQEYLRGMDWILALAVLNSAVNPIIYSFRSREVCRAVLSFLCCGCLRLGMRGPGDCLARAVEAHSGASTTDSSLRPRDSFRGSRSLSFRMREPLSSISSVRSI
NPY-Y1 antag = blocks the human neuropeptide Y Y1 receptor. P25929. HEK293-CNG Y1 cells, membrane potential fluorescence; NPY at EC95, then isoproterenol. inhibition, % at 3.6 µM. 200,000 tested, 1% active. AID 1040;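 active = inhibition above the campaign mean inhibition of all tested compounds plus 3 SD, cut at about 20% in these data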;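 also: 0% = DMSO wells given NPY plus isoproterenol and 100% = isoproterenol alone without NPY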
Target sequence (P25929 whole entry, looked up): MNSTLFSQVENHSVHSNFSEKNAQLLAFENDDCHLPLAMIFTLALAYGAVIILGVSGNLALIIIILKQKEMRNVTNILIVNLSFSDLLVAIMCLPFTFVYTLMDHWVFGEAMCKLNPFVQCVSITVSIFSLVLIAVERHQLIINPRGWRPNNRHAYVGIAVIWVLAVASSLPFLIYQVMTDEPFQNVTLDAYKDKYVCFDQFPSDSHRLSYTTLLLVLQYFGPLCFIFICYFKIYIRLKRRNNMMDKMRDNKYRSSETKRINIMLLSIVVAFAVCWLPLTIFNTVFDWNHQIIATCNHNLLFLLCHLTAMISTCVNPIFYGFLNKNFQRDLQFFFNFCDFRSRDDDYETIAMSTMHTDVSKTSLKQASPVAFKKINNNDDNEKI
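Test system: HEK293 cells co-expressing NPY Y1 receptor and cyclic-nucleotide gated channel; Also added: NPY (25 nM), isoproterenol (1 µM), Ro 20-1724 (25 µM); Compound dosing: one concentration, 3.6 µM, in 0.4% DMSO; Timing: dye 3 h, compound 60 min room temperature, stimulation 45 min; Technique: Membrane-potential fluorescent dye readout.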
NPY2 pot ag = potentiators or agonists of human neuropeptide Y receptor Y2; P49146; cells expressing NPY-Y2, potentiator/agonist read-out; activation, % at 3.6 µM; 220,000 tested, 0.45% active; AID 1359; in the data active = activation above about 27%;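 also: cells stimulated with NPY near EC25 plus isoproterenol at EC100; 0% = vehicle plus submaximal agonist and 100% = vehicle plus saturating agonist; some results beyond the cut were filed as inactive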
S1P4 antagonist = antagonists of human S1P4 receptor; inhibition, % at 4.98 µM; 220,000 tested, 0.26% active; O95977; AID 1510; S1P4-expressing cells, antagonist mode, reporter read-out; in the data active = inhibition above about 29%;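 also: 0% = wells stimulated with agonist and 100% = vehicle wells without agonist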
EP2 mod = EP2 receptor (human) modulation | P43116 | EP2-expressing cells, cAMP HTRF FRET, PGE2 co-stimulation | induction, % at 25 µM | 260,000 tested, 0.83% active | AID 940;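 active = compounds whose cAMP rise, as percent of the full-agonist control response, exceeds 60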;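 also: rat C6 glioma line stably carrying human EP2 under a CMV promoter; the protocol text gives 20 µM as final concentration; 100% = response of wells given 1 µM PGE2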
CHOP inh = CHOP inhibition in unfolded protein response | CHO-K1 CHOP-promoter luciferase, tunicamycin-induced, 15-18 h | inhibition, % at 10 µM | 220,000 tested, 3.8% active | AID 2732;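 active = compounds that reduced the stress-induced luciferase reporter signal by more than about 70% of percent inhibition, limit read from the data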;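 also: 0% = tunicamycin plus vehicle and 100% = wells without tunicamycin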
NPY1 pot ag = human NPY-Y1 potentiation or agonism, primary screen | P25929 | NPY-Y1 expressing cells, potentiator/agonist activation | activation, % at 3.6 µM | 220,000 tested, 0.37% active | AID 1304; in the data active = activation above about 33%, passing the limit was not always enough;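 also: cells stimulated with NPY at EC10 then isoproterenol at EC100; 0% = low agonist plus stimulus and 100% = saturating agonist plus stimulus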
An asterisk follows results filed as active; nt = not tested or not shown; & = joins results of further samples.

No.	smiles	TRPML3 agonist	zfTRPN1 agonist	S1P4 agonist	NPY-Y1 antag	NPY2 pot ag
1	C=CCOc1cccc(C2C(C(=O)c3ccco3)=C(O)C(=O)N2Cc2ccncc2)c1 (configuration not stated)	-0.3	-0.2	0.0	1	-7
2	COc1cccc(OCc2nc3ccccc3[nH]2)c1	-0.3	0.2	0.9	1	-23
3	CCCNC(=O)N1CCN(S(C)(=O)=O)CC1	1.1	1.5	2.0	-3	10
4	CC(C)(C)c1ccc(NC(=O)Nc2ccc(F)cc2)cc1	8.6	18	2.0	-8	11
5	CC(=O)N1CN(S(=O)(=O)c2ccc(C)cc2)CC1C (configuration not stated)	0.6	0.1	1.4	8	10
6	O=C(/C=C/c1ccc([N+](=O)[O-])cc1)NCc1ccccn1	0.8	2.1	2.4	-6	-6
7	CN(C)CCCN(Cc1cc2cc3c(cc2[nH]c1=O)OCO3)C(=S)NCc1ccco1	0.7	-1.1	1.4	3	-8
8	O=C(Nc1ccon1)c1cccc(S(=O)(=O)N2CCCCC2)c1	0.1	0.5	1.6	8	-2

No.	S1P4 antagonist	EP2 mod	CHOP inh	NPY1 pot ag
1	0	28&-16	36	-20
2	-8	-24&-72	-41	-19
3	-8	18	0	1
4	-5	-58	103*	25
5	-2	-24	-15	11
6	3	4	-13	-5
7	-13	-8	-22	-6
8	-15	3	12	-12

(cont.)
No.	smiles	TRPML3 agonist	zfTRPN1 agonist	S1P4 agonist	NPY-Y1 antag	NPY2 pot ag
9	CCOc1ccc(NC(=O)CN2C(=O)CSC(C)C2=O)cc1 (configuration not stated)	0.2	-0.4	1.4	3	10
10	N#CCCN(Cc1cccnc1)C(=O)Nc1ccccc1	0.5	0.7	-0.8	4	6
11	O=C(Nc1ccccc1N1CCN(C(=O)c2ccc(Cl)cc2)CC1)c1ccc2c(c1)OCO2	-0.2	-0.6	-1.2	6	-9
12	O=C1CCCCC(=O)N(c2ccccc2)c2ccccc21	0.8	-1.1	-0.5	-3	-13
13	O=C(N/N=C/c1ccccc1[N+](=O)[O-])c1cccs1	0.1	-0.5	2.2	nt	9
14	COc1cccc(C2C(C#N)=C(N)Oc3cc(C)oc(=O)c32)c1OC (configuration not stated)	0.5	0.6	-1.0	0	-2
15	CCOc1ccc(NC(=O)CN(c2cccc(C(F)(F)F)c2)S(C)(=O)=O)cc1	0.5	0.3	1.1	4	4
16	Nn1c(SCc2cccc(Br)c2)nnc1-c1cccnc1	0.2	1.5	1.0	nt	-10

No.	S1P4 antagonist	EP2 mod	CHOP inh	NPY1 pot ag
9	-11	-3	-16	20
10	-11	24	9	8
11	-11	30	13	-14
12	-8	-1	20	-21
13	-7	-27	-22	4
14	3	10	15	11
15	-4	-6	38	3
16	-12	-34	-17	2

Entries by screen from above.
EP2 mod for nos. 13–16, in order: -27, 10, -6, -34
NPY1 pot ag for nos. 13–16, in order: 4, 11, 3, 2

Some entries already given, limited to TRPML3 agonist and NPY2 pot ag:
| entry | mol | TRPML3 agonist | NPY2 pot ag |
| --- | --- | --- | --- |
| 15 | CCOc1ccc(NC(=O)CN(c2cccc(C(F)(F)F)c2)S(C)(=O)=O)cc1 | 0.5 | 4 |
| 16 | Nn1c(SCc2cccc(Br)c2)nnc1-c1cccnc1 | 0.2 | -10 |

Additional structures follow:
No.	smiles	TRPML3 agonist	zfTRPN1 agonist	S1P4 agonist	NPY-Y1 antag	NPY2 pot ag
17	O=C(c1cnccn1)N1CCc2ccccc21	-0.2	-0.7	1.7	1	2
18	O=C(/C=C\c1ccco1)NC(=S)Nc1ccccc1O	0.5	0.6	0.9	nt	6
19	COc1ccc(CCNC(=O)Cn2c(=O)oc3cc(Cl)ccc32)cc1OC	-0.5	0.3	0.8	nt	-1
20	Cc1ccc2[nH]c3c(c2c1)CCNC3=O	1.1	-1.1	-1.3	-4	8
21	CCCCc1c(CCC)c(=N)c2ccccc2n1C	-0.5	0.8	0.5	18	6
22	C=CCNS(=O)(=O)CC12CCC(CC1=O)C2(C)C (configuration not stated)	0.7	-0.1	0.0	0	2
23	N#C/C(=C(/O)CSc1ccccn1)c1nc2ccccc2s1	2.0	7.2	1.0	-4	-12
24	COCCOC(=O)c1c(C)oc2ccc(NS(=O)(=O)c3ccc(C)cc3)cc12	-1.2	-2.2	0.6	nt	-14

No.	S1P4 antagonist	EP2 mod	CHOP inh	NPY1 pot ag
17	-9	16	3	3
18	6	-59	-6	-9
19	-8	10	15	15
20	-4	-4	24	-2
21	-1	25	5	-13
22	-4	5	11	-9
23	-10	-34	-15	-8
24	-12	-38	34	-26

(continued)
No.	smiles	TRPML3 agonist	zfTRPN1 agonist	S1P4 agonist	NPY-Y1 antag	NPY2 pot ag
25	O=C(c1ccc(N2CCOCC2)cc1)c1cccs1	0.2	1.0	0.4	-7	-8
26	CCOC(=O)c1cc(OC(=O)c2cccnc2)n(-c2ccccc2)n1	1.0	0.5	-0.3	-2	17
27	Cc1ccc(OCCCCn2ccnc2)c(Cl)c1	1.4	0.6	-0.9	-2	3
28	Cc1noc(C(=O)Nc2ccccc2C(F)(F)F)c1Cl	0.4	0.5	1.7	-1	-9
29	Cc1ccc(C)c(N2CC(C(=O)O)CC2=O)c1 (configuration not stated)	1.1	0.9	3.5	0	5
30	Cc1cccc(C(=O)N/N=C/c2ccccn2)c1	0.3	-1.1	1.4	2	1
31	Cn1c(=O)[nH]c(=O)c2c1nc(N1CCCC1)n2CCCSc1nc2ccccc2o1	1.0	0.9	0.3	5	2
32	CCCCc1c(O)nc(SCCC(=O)O)[nH]c1=O	1.5	-0.2	-2.7	-2	8

No.	S1P4 antagonist	EP2 mod	CHOP inh	NPY1 pot ag
25	-2	-12	7	0
26	-20	16	-6	5
27	-2	35	9	-10
28	-3	18	-10	-12
29	-5	22	32	-4
30	-3	-20	7	11
31	-23	18	22	2
32	-4	5	-9	15

Next section.
No.	smiles	TRPML3 agonist	zfTRPN1 agonist	S1P4 agonist	NPY-Y1 antag	NPY2 pot ag
33	COc1ccc(-c2cc(N3CCCC3)n3ncnc3n2)cc1	1.0	2.5	-3.6	-2	6
34	CCCOC(=O)c1ccc(NC(=O)COC)cc1	0.7	1.2	1.4	7	15
35	CCCCCC(C)n1[nH]c(=O)c2c(C)cc(C)nc21 (configuration not stated)	-0.1	-0.3	-0.6	3	6
36	Cc1ccccc1Cn1nnc2c1C(=O)c1ccccc1C2=O	0.1	1.5	-0.5	-3	1
37	Nc1nc(SCC(=O)Nc2ccc([N+](=O)[O-])cc2)n[nH]1	1.0	3.2	-0.2	12	0
38	CC(C)C(=O)N(Cc1ccc(F)cc1)Cc1nc2ccccc2c(=O)[nH]1	0.5	-1.7	-0.4	1	9
39	CCc1nnc(NC(=O)CSc2nnc(-c3cccnc3)n2C)s1	0.5	2.0	-0.1	-3	12
40	COc1ccc(-c2nnnn2C)cc1S(=O)(=O)NCCc1ccccc1	0.4	0.0	-0.2	-1	-4

No.	S1P4 antagonist	EP2 mod	CHOP inh	NPY1 pot ag
33	0	-10&-29	25	8
34	1	17	-7	21
35	-9	40	66	-8
36	-2	-15	7	-18
37	-8	-9	18	15
38	-14	4	11	4
39	8	27	10	7
40	5	8	3	7

5 entries from above, reformatted:
| item | SMILES | TRPML3 agonist | zfTRPN1 agonist | S1P4 agonist | NPY-Y1 antag | NPY2 pot ag | S1P4 antagonist | EP2 mod | CHOP inh | NPY1 pot ag |
| --- | --- | --- | --- | --- | --- | --- | --- | --- | --- | --- |
| 34 | CCCOC(=O)c1ccc(NC(=O)COC)cc1 | 0.7 | 1.2 | 1.4 | 7 | 15 | 1 | 17 | -7 | 21 |
| 40 | COc1ccc(-c2nnnn2C)cc1S(=O)(=O)NCCc1ccccc1 | 0.4 | 0.0 | -0.2 | -1 | -4 | 5 | 8 | 3 | 7 |
| 38 | CC(C)C(=O)N(Cc1ccc(F)cc1)Cc1nc2ccccc2c(=O)[nH]1 | 0.5 | -1.7 | -0.4 | 1 | 9 | -14 | 4 | 11 | 4 |
| 39 | CCc1nnc(NC(=O)CSc2nnc(-c3cccnc3)n2C)s1 | 0.5 | 2.0 | -0.1 | -3 | 12 | 8 | 27 | 10 | 7 |
| 36 | Cc1ccccc1Cn1nnc2c1C(=O)c1ccccc1C2=O | 0.1 | 1.5 | -0.5 | -3 | 1 | -2 | -15 | 7 | -18 |

The listing continues.
No.	smiles	TRPML3 agonist	zfTRPN1 agonist	S1P4 agonist	NPY-Y1 antag	NPY2 pot ag
41	Cc1cc(NC(=O)Nc2ccc(F)cc2)no1	0.6	1.1	-0.3	2	-2
42	COc1ccc(C(CNC(=O)COc2ccc(F)cc2Br)N2CCCC2)cc1 (configuration not stated)	0.8	0.4	2.9	12	-13
43	O=C(NCc1ccco1)C1CCCN(S(=O)(=O)c2cnc[nH]2)C1 (configuration not stated)	0.2	0.6	0.8	-2	13
44	CN1CCN(c2ccc(Cl)cc2NC(=O)/C=C/c2ccc(F)cc2)CC1	2.0	0.8	0.4	-2	2
45	CCOc1ccc(S(=O)(=O)NCCCN2CCOCC2)cc1	0.8	-0.3	0.2	2	-11
46	Cc1cc(C)c2ccc(NN)nc2c1O	-0.5	0.2	1.9	2	14
47	N#CCC(=N)N1CCN(c2cccc(Cl)c2)CC1	0.1	-0.2	0.9	4	-7
48	CCc1cc(-c2[nH]ncc2-c2nc3ccccc3n2C)c(O)cc1O	-0.2	1.1	-0.6	nt	6

No.	S1P4 antagonist	EP2 mod	CHOP inh	NPY1 pot ag
41	-6	-7&13	22	36
42	-21	-30	16	-31
43	-8	20	39	9
44	3	-39	21	20
45	-7	-40&12	2	-15
46	-4	-27	9	23
47	-1	-6	24	-8
48	-5	-49	2	-1

Further results
No.	smiles	TRPML3 agonist	zfTRPN1 agonist	S1P4 agonist	NPY-Y1 antag	NPY2 pot ag
49	CCOc1ccccc1N1CCN(CC(=O)c2c(N)n(C)c(=O)n(C)c2=O)CC1	0.8	0.9	0.3	1	6
50	CCOc1ccccc1NC(=O)Cn1nnc(-c2ccc(OCC)c(OCC)c2)n1	-0.4	0.9	2.1	-4	1
51	CCN1C(=O)/C(=C/c2cn(C)nc2C)SC1=S	0.1	0.4	0.6	4	-14
52	CCOC(=O)COc1ccc2c(c1)C(=O)CC(C)(c1cccnc1)O2 (configuration not stated)	-0.1	1.7	1.5	1	3
53	CC(=O)Nc1ccccc1NC(=O)C(F)(F)F	0.7	-0.8	1.9	9	17
54	Cc1cc(Cl)ccc1OC(C)C(=O)N1CCCN(C(=O)C(C)Oc2ccc(Cl)cc2C)CC1 (configuration not stated)	0.4	-0.2	0.7	6	5

No.	S1P4 antagonist	EP2 mod	CHOP inh	NPY1 pot ag
49	-9	-22	-13	-18
50	4	32	87*	6
51	0	-17	-4	-3
52	-6	nt	nt	5
53	-21	32	-11	-2
54	-20	-35	58	14

Screening results (PubChem)
